# From PubChem
# Siah-1 displacement: blockers of Siah-1 interaction with plectin peptide – biochemical, fluorescence polarization, rhodamine-plectin, uHTS, primary screen (AID 1817). Siah-1 / rhodamine-plectin peptide fluorescence polarization; higher % means a stronger effect. displacement, % at 20 µM; hits with a dose series show IC50 in µM. actives 0.02% (n = 290,000);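 active = displacement of at least 50% at 20 µM, with a fluorescence ratio check between 0.3 and a set limit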;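 also: plate controls were Siah plus tracer with DMSO for no effect and tracer alone without Siah for full effect; strong numbers were not always called active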
# AID2073: disruptors of CaV2.2 binding to Mint1 – biochemical, HTRF (AID 2073) | HTRF protein-protein interaction, Mint1-CaV2.2; higher % means a stronger effect | inhibition, % at 20 µM; hits with a dose series show IC50 in µM | actives 0.19% (n = 290,000); in the data active = inhibition mostly above about 51%, no sharp cut-off; also: some results filed as inactive read as strong as hits
# LYP inhibition: inhibitors of LYP phosphatase, biochemical, fluorescence intensity, uHTS (AID 1779). recombinant LYP phosphatase, fluorescence intensity; higher % means a stronger effect. one-dose inhibition, % at 11.5 µM; IC50 in µM for titrated hits. actives 0.054% (n = 290,000); in the data active = inhibition above about 50%;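 also: plate controls were vehicle with enzyme for no effect and no enzyme for full effect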
# * hit, by the source's call.
no.	smiles	Siah-1 displacement	AID2073	LYP inhibition
1	COc1cccc(-c2cc(CC3(O)CCN(CCCc4ccccc4)CC3)on2)c1	-5%	4%	0%
2	COc1ccccc1C(=O)N/C(=C\c1cn(S(=O)(=O)N(C)C)c2ccccc12)C(=O)NCCCN1CCOCC1	2%	25%	-7%
3	O=C(CCN1C(=O)/C(=C/c2ccc(Cl)cc2)SC1=S)NCCCn1ccnc1	2%	0%	-12%
4	CCOCCCNC(=O)Cn1cnc2c(cnn2-c2ccc(F)cc2)c1=O	12%	12%	-9%
5	CCc1cc(C(=O)N2CCCC(Nc3ccc(F)c(F)c3)C2)n(C)n1 (configuration not stated)	-1%	-4%	-10%
6	CC(CC(=O)N1CCc2ccccc21)n1cccn1 (configuration not stated)	-4%	13%	-6%
7	CCNC(=O)CSc1nc2cc(S(=O)(=O)Nc3ccc(OC)cc3)ccc2o1	0%	48%	-10%
8	COc1ccc(CCc2nnc(N)s2)cc1OC	-4%	2%	-7%
9	Cc1ccc(Cl)cc1N1CCN(C(=O)Cn2ncn3cccc3c2=O)CC1	4%	-2%	-12%
10	Cc1cc(NC(=O)c2ccc([N+](=O)[O-])cc2Cl)no1	8%	11%	-10%
11	Cc1ccc(C(CC(=O)N2CCCC2)c2ccccc2)c(O)c1 (configuration not stated)	2%	5%	-1%
12	CCn1c(CNC(=O)c2ccccc2Cl)cc2ccccc21	2%	18%	-8%
13	COc1ccccc1N1CCN(C2CCCN(C(=O)c3cc(C)oc3C)C2)CC1 (configuration not stated)	-4%	5%	-7%
14	Cc1nc2scc(C)n2c(=O)c1S(=O)(=O)NCC1CCN(Cc2ccc(F)cc2)CC1	-5%	14%	-7%
15	COC(=O)c1cccc(NC(=O)CC2C(=O)NCCN2C(=O)Nc2ccccc2)c1 (configuration not stated)	1%	16%	-9%
16	CCc1c(C)nc(SCC(=O)NNC(=O)c2ccco2)[nH]c1=O	14%	-3%	-9%
17	O=C(c1ccc2nc[nH]c2c1)N1CCN(c2ncc(C(F)(F)F)cc2Cl)CC1	-7%	16%	-3%
18	Cc1noc(NS(=O)(=O)c2ccc(NC(=O)c3cc(=O)c4ccccc4o3)cc2)c1C	-1%	5%	-8%
19	CSc1nc(NS(=O)(=O)c2ccc(F)cc2F)nn1C	14%	6%	-14%
20	COc1cc(C(=O)NC(C)c2ccc(S(N)(=O)=O)cc2)ccc1OCC(=O)N1CCOCC1 (configuration not stated)	0%	4%	-13%
21	Cc1ccc(S(=O)(=O)NCc2ccc3c(c2)OCO3)cc1C	-6%	13%	-8%
22	CC(=O)Oc1ccc(-c2nc3cc(Cl)ccc3c(=O)o2)cc1	6%	16%	-4%
23	COc1ccc(CNC(=O)c2nnn(CC(=O)Nc3cc(C)cc(C)c3)c2N)cc1	14%	13%	-9%
24	CCC(C)Oc1ccc(C(=O)Nc2ccc(CN3CCOCC3)cc2)cc1 (configuration not stated)	1%	6%	-10%
25	COc1ccc(N(C(=O)c2ccncc2)S(=O)(=O)c2ccc(Cl)cc2)cc1	-9%	11%	-12%
26	Cc1nn(CC(=O)NCCCN2CCCCC2C)c(=O)c2cccn12 (configuration not stated)	1%	-3%	-8%
27	CC12CC(NC(=O)N1c1cccc(C(=O)N3CCCCC3)c1)c1ccccc1O2 (configuration not stated)	10%	-2%	-10%
28	CC(CNC(=O)c1ccc(NC2=NC3CS(=O)(=O)CC3S2)cc1)c1ccccc1 (configuration not stated)	3%	32%	-10%
29	CCCn1c(=O)c2ccccc2n2c(=S)[nH]nc12	2%	-47%	-6%
30	COc1ccccc1S(=O)(=O)c1c(C)cc(C)[nH]c1=O	3%	5%	-7%
31	Cc1ccc(S(=O)(=O)/N=C(/c2ccccc2)N(C)C)c(C)c1	0%	21%	-10%
32	O=C(Nc1ccccc1)OCCOc1ccccc1Br	4%	0%	-3%
33	O=C(NCc1nnc2c(C(F)(F)F)cc(Cl)cn12)c1ccc2c(c1)OCO2	-2%	9%	-3%
34	Cc1cc(NC(=O)CCc2ccc(-c3ccccc3)o2)no1	11%	4%	-3%
35	O=C(O)c1ccc2c(c1)C(=O)N(CCCCCCCN1C(=O)c3ccc(C(=O)O)cc3C1=O)C2=O	-8%	16%	-11%
36	CCn1c(SCC(=O)NNC(=O)c2ccc(C)cc2)nnc1C(C)C	6%	-4%	-9%
37	Cc1noc(C)c1S(=O)(=O)Nc1ccc(C#N)cc1	5%	-4%	-10%
38	O=C(COc1ccc(/C=N/NC(=O)c2ccncc2)cc1)Nc1ccc([N+](=O)[O-])cc1	13%	25%	-9%
39	O=C(Nc1ccnn1C1CCN(C(=O)CCc2ccc(F)cc2)CC1)C1CCOC1 (configuration not stated)	-1%	9%	-9%
40	COc1cccc(CCNC(=O)c2cc(COc3c(F)cccc3F)on2)c1	5%	-8%	-8%
41	CCOc1ccc(C(=O)Nc2ccc(S(=O)(=O)N3CCN(C)CC3)cc2)cc1	3%	10%	-4%
42	Cc1nc(CCNC(=O)C2CCC(=O)N(Cc3cccc(F)c3)C2)sc1C (configuration not stated)	9%	14%	-9%
43	NC(=O)C1CCN(C(=O)CCSCc2ccc(Cl)c(Cl)c2)CC1	2%	-5%	-3%
44	Cc1ccc(N2CC(C(=O)N3CCC(C(=O)Nc4cccc(Br)c4)CC3)CC2=O)cc1 (configuration not stated)	3%	3%	-8%
45	CCOC(=O)N1CCN(C(=O)c2cc3cc(OC)c(OC)cc3[nH]2)CC1	-2%	21%	-6%
46	COc1ccc(C(=O)Nc2ccccc2C)cc1S(=O)(=O)N1CCOCC1	5%	7%	-7%
47	CC1CCN(C(=S)NC(=O)c2ccco2)CC1	-1%	-18%	-10%
48	O=C(Nc1ccc(S(=O)(=O)NCC2CCCO2)cc1)c1ccc(F)cc1 (configuration not stated)	1%	4%	-2%
49	COC(=O)c1ccc(C(c2c(C)[nH][nH]c2=O)c2c(C)[nH][nH]c2=O)cc1	-2%	12%	-4%
50	O=C(COc1cccc(C(F)(F)F)c1)Nc1cccnc1	3%	11%	0%
51	CCCNC(=O)[C@@H]1CCCN1C(=O)C1CCN(S(=O)(=O)c2ccc(C)cc2)CC1	-3%	10%	-10%
52	CCC1CCCCN1CCCNC(=O)CN1C(=O)CSc2ccc(S(=O)(=O)N3CCOCC3)cc21 (configuration not stated)	2%	5%	-9%
53	Cc1ccc2c(C)c(C(=O)N(C)Cc3nccn3C)oc2c1C	-2%	4%	-12%
54	CC1CCCC(C)N1/N=C/c1ccc(O)cc1 (configuration not stated)	2%	8%	-9%
55	CCn1c(C(=O)O)c(CC(=O)Nc2ccccc2OC)c2ccccc21	4%	7%	-2%
56	COCCN(CC1CCCN(C2Cc3ccccc3C2)C1)C(=O)CSC (configuration not stated)	-9%	13%	-8%
57	CCCCN1C(=O)NC(c2ccc(OC)cc2)C(C(=O)OCc2ccccc2)=C1C (configuration not stated)	-5%	10%	3%
58	O=C(CSc1nnc(C2CCCCC2)o1)Nc1ccccc1Cl	2%	32%	-2%
59	S=C(Nc1ccc(Cl)c(Cl)c1)N1CCCC1	-2%	-15%	-10%
60	NC(=O)c1ccc2nc(-c3ccccc3)c(-c3ccccc3)nc2c1	-5%	5%	-10%

# Not a retest: 25 of the compounds above.
no.	smiles	Siah-1 displacement	AID2073	LYP inhibition
33	O=C(NCc1nnc2c(C(F)(F)F)cc(Cl)cn12)c1ccc2c(c1)OCO2	-2%	9%	-3%
34	Cc1cc(NC(=O)CCc2ccc(-c3ccccc3)o2)no1	11%	4%	-3%
35	O=C(O)c1ccc2c(c1)C(=O)N(CCCCCCCN1C(=O)c3ccc(C(=O)O)cc3C1=O)C2=O	-8%	16%	-11%
36	CCn1c(SCC(=O)NNC(=O)c2ccc(C)cc2)nnc1C(C)C	6%	-4%	-9%
37	Cc1noc(C)c1S(=O)(=O)Nc1ccc(C#N)cc1	5%	-4%	-10%
38	O=C(COc1ccc(/C=N/NC(=O)c2ccncc2)cc1)Nc1ccc([N+](=O)[O-])cc1	13%	25%	-9%
39	O=C(Nc1ccnn1C1CCN(C(=O)CCc2ccc(F)cc2)CC1)C1CCOC1 (configuration not stated)	-1%	9%	-9%
40	COc1cccc(CCNC(=O)c2cc(COc3c(F)cccc3F)on2)c1	5%	-8%	-8%
41	CCOc1ccc(C(=O)Nc2ccc(S(=O)(=O)N3CCN(C)CC3)cc2)cc1	3%	10%	-4%
42	Cc1nc(CCNC(=O)C2CCC(=O)N(Cc3cccc(F)c3)C2)sc1C (configuration not stated)	9%	14%	-9%
43	NC(=O)C1CCN(C(=O)CCSCc2ccc(Cl)c(Cl)c2)CC1	2%	-5%	-3%
44	Cc1ccc(N2CC(C(=O)N3CCC(C(=O)Nc4cccc(Br)c4)CC3)CC2=O)cc1 (configuration not stated)	3%	3%	-8%
45	CCOC(=O)N1CCN(C(=O)c2cc3cc(OC)c(OC)cc3[nH]2)CC1	-2%	21%	-6%
46	COc1ccc(C(=O)Nc2ccccc2C)cc1S(=O)(=O)N1CCOCC1	5%	7%	-7%
47	CC1CCN(C(=S)NC(=O)c2ccco2)CC1	-1%	-18%	-10%
48	O=C(Nc1ccc(S(=O)(=O)NCC2CCCO2)cc1)c1ccc(F)cc1 (configuration not stated)	1%	4%	-2%
49	COC(=O)c1ccc(C(c2c(C)[nH][nH]c2=O)c2c(C)[nH][nH]c2=O)cc1	-2%	12%	-4%
50	O=C(COc1cccc(C(F)(F)F)c1)Nc1cccnc1	3%	11%	0%
51	CCCNC(=O)[C@@H]1CCCN1C(=O)C1CCN(S(=O)(=O)c2ccc(C)cc2)CC1	-3%	10%	-10%
52	CCC1CCCCN1CCCNC(=O)CN1C(=O)CSc2ccc(S(=O)(=O)N3CCOCC3)cc21 (configuration not stated)	2%	5%	-9%
53	Cc1ccc2c(C)c(C(=O)N(C)Cc3nccn3C)oc2c1C	-2%	4%	-12%
54	CC1CCCC(C)N1/N=C/c1ccc(O)cc1 (configuration not stated)	2%	8%	-9%
55	CCn1c(C(=O)O)c(CC(=O)Nc2ccccc2OC)c2ccccc21	4%	7%	-2%
56	COCCN(CC1CCCN(C2Cc3ccccc3C2)C1)C(=O)CSC (configuration not stated)	-9%	13%	-8%
57	CCCCN1C(=O)NC(c2ccc(OC)cc2)C(C(=O)OCc2ccccc2)=C1C (configuration not stated)	-5%	10%	3%

# (more compounds)
no.	smiles	Siah-1 displacement	AID2073	LYP inhibition
61	COc1ccccc1C(=O)N/N=C(\C)c1ccc(NC(=O)Cc2ccccc2)cc1	9%	32%	-6%
62	CC(=O)Nc1ccc(NC(=O)C(NS(=O)(=O)c2cccc3nsnc23)C(C)C)cc1 (configuration not stated)	-2%	2%	-12%
63	COc1ccc(CNC(=O)[C@H](Cc2c[nH]c3ccccc23)NC(=O)[C@@H]2Cc3ccccc3CN2)cc1	-3%	13%	-5%
64	COc1ccc(-c2oc3ccc(-c4cc(OC)c(OC)c(OC)c4)cc3c2-c2ccc(OC)nc2)cc1	10%	28%	-6%
65	Cc1ccc(S(=O)(=O)N2CCN(C3CC4CCC3C4)CC2)cc1 (configuration not stated)	4%	-4%	-8%
66	Nc1nc(N)c(N=O)c(OCC2CCCCC2)n1	-1%	-2%	-12%
67	CCOc1ccc(CCNC(=O)C2CCCN(c3ncnc4c3nc3n4CCCCC3)C2)cc1 (configuration not stated)	10%	0%	-11%
68	Cc1cc(NC(=O)CN(C)S(=O)(=O)c2ccc(-c3ccc(=O)[nH]n3)s2)ccc1Br	0%	16%	-10%
69	COc1ccc(CNc2nc3ccccc3s2)cc1OC	1%	21%	-7%
70	Cc1ccc(NC(=O)NCCCN2CCCC2=O)cc1C	-2%	2%	0%
71	CCOC(=O)Cc1csc(NS(=O)(=O)c2cccc([N+](=O)[O-])c2)n1	1%	-3%	-1%
72	Cc1cc(O)c(C2(O)C(=O)Nc3cc(Br)ccc32)cc1C (configuration not stated)	-3%	-10%	-9%
73	CCn1c(Cc2cccs2)nnc1SCC(=O)NC1CC1	7%	-7%	-13%
74	CCC(C(=O)NCCCN1CC(C)CC(C)C1)n1ncn2c(cc3occc32)c1=O (configuration not stated)	-2%	14%	-12%
75	CCN1CCN(c2nnc(-c3ccc(F)cc3)c3ccccc23)CC1	6%	9%	-5%
76	CCC(C)NC(=S)N(Cc1cc2cc(C)ccc2n2nnnc12)CC(C)(C)NC(C)C (configuration not stated)	1%	-4%	-9%

# These rows are one share of the data; rates above refer to the full screens.
